Screens as filed in PubChem BioAssay.
NCI-60 one-dose screen, 48 h, at 10 µM unless noted. Numbers give growth in % (100 = growth as untreated, 0 = no growth, -100 = all killed).
A498 – A498 renal cancer cells | 5.4% of 76,000 active | AID 1794774
SNB-75 – SNB-75 CNS cancer | 5% of 79,000 active | AID 1794750
HCT-15 – HCT-15 colon cancer; 5.2% of 82,000 active
HCT-116 – HCT-116 colon cancer; 7.3% of 82,000 active
COLO 205 – COLO 205 colon cancer; AID 1794742; 7.3% of 79,000 active
SW-620 – SW-620 colon cancer; 5.2% of 82,000 active; AID 1794795
HT29 – HT29 colon cancer | AID 1794748 | 7.4% of 81,000 active
HCC-2998 – HCC-2998 colon cancer. 4.7% of 79,000 active
KM12 – KM12 colon cancer cells; AID 1794800; 5% of 82,000 active
* hit, by the source's call; · = not tested or not shown; & = joins results of further samples; ! = repeats disagree; [ ] = another dose, or the depositor's remark. The calls were made as follows: active = growth percent below 10; inactive = the rest.

SMILES	A498	SNB-75	HCT-15	HCT-116	COLO 205	SW-620	HT29	HCC-2998	KM12
CN1CCN(CCCOc2ccc3nc(Nc4ccc(Cl)c(C(F)(F)F)c4)ccc3c2)CC1	101	·	2.4*	26	-41*	0.0*	-38*	6.7*	29
Cc1cc(OC(=O)c2ccc(Cl)cc2)nc2[nH]c(=O)sc12	96	61	102	101	116	102	102	107	100
COc1ccc(C2Nc3nc(-c4ccccc4)nn3C(N)=C2C#N)cc1 (configuration not stated)	·	100	102	93	109	102	92	104	100
N#Cc1c(Cl)nc(SCC(=O)N2CCN(c3cc4c(cc3F)c(=O)c(C(=O)O)cn4C3CC3)CC2)nc1-c1cccc(Cl)c1	101	90	100	98	110	102	108	102	104
CCOC(=O)Cc1c[nH]c(=S)[nH]c1=O	120	88	·	85	113	106	102	63	103
CC(=O)N1N=C(c2ccc(C)cc2)CC1c1cn(Cc2ccc(Cl)cc2)c2ccccc12 (configuration not stated)	82	80	88	83	95	84	74	102	75
COC(=O)[C@H](C)N(C)C(=O)[C@@H]1CSSC[C@@H](NC(=O)c2nc3ccccc3cc2O)C(=O)NCC(=O)N1C	116	133	108	62	88	85	87	111	71
CCOC(=O)CCCCN1C(=O)S/C(=C\c2cc(OC)c(OC)c(OC)c2)C1=O	·	82	101	94	132	106	115	109	103
COc1ccccc1N1C(N)=NC(N)=NC1(C)C	107	101	101	115	112	119	106	110	105
COc1cc(-n2nc(C(=O)NCCCCCC(=O)O)nc2-c2ccccc2)cc(OC)c1OC	107	107	104	82	96	100	100	105	108
CN(C)S(=O)(=O)c1ccc([N+](=O)[O-])cc1[N+](=O)[O-]	107	107	105	111	112	102	101	102	99
CC1=C[C@H]2c3c(c(O)c(O)c4oc5c(C)cccc5c(=O)c34)[C@H](c3cc(O)c(O)c4oc5c(C)cccc5c(=O)c34)[C@H]2C(C)(C)C1	·	-26*	12	2.0*	16	19	21	11	7.3*
COc1ccc(/C=N/NC(=O)Cn2nc(-c3ccccc3)ccc2=O)cc1OC	115	111	96	106	118	110	117	104	108
COc1cc(NC(=O)CSc2nnc(-c3ccc4nc(-c5ccccc5)[nH]c4c3)o2)cc(OC)c1OC	98	101	97	88	118	114	103	107	95
Nc1c(C(=O)Nc2ccccc2)cc(-c2nc3ccccc3s2)c(=O)n1NS(=O)(=O)c1ccc(Cl)cc1	·	76	99	104	118	92	110	104	98
O=C(CNS(=O)(=O)Cc1ccccc1)NNc1ccccc1	108	77	28	56	75	·	81	70	15
O=C(C[C@@H]1C(=O)Nc2ccccc2N1C(=O)c1ccccc1)Nc1ccc(F)cc1	78[100 µM]	76[100 µM]	83[100 µM]	63[100 µM]	87[100 µM]	100[100 µM]	67[100 µM]	99[100 µM]	92[100 µM]
CC1=C[C@H]2c3c(c(O)c(O)c4oc5cc(O)cc(O)c5c(=O)c34)[C@H](c3cc(O)c(O)c4oc5cc(O)cc(O)c5c(=O)c34)[C@H]2C(C)(C)C1	-74*	-11*!	3.7*!	-52*	-45*	-81*	-21*	-61*!	-71*
NNc1ncnc2c1ncn2C1OC(CO)C(O)C1O (configuration not stated)	43	94	11	4.6*	40	21	9.1*	49	28
CC1=Cc2cc(Br)ccc2OC12Oc1ccc(Br)cc1C=C2C	93	90	90	77	106	102	86	90	96
CCOC(=O)C(Cc1ccc(OC)cc1)C(=O)OCC	55	30	37	18	72	35	21	55	7.8*
CCCNC1=CC(=O)c2ccccc2C1=O	90	91	103	104	99	112	90	102	92
CCN(CC)CCCC(CNc1ccnc2cc(Cl)ccc12)c1ccc(Cl)cc1 (configuration not stated)	-82*!	-40*	5.8*	-20*	-86*	-100*	-5.8*	-94*	1.5*!
C1=C(c2ccc(-c3ccccc3)cc2)Nc2ccccc2S1	106	74	92	95	101	104	105	·	99
Cc1c/c(=N\NC(=O)Nc2ccc(Cl)cc2)oc2cc(O)ccc12	105	102	98	96	109	99	100	118	113

6 entries drawn at random from the list so far:
SMILES	A498	SNB-75	HCT-15	HCT-116	COLO 205	SW-620	HT29	HCC-2998	KM12
CCOC(=O)C(Cc1ccc(OC)cc1)C(=O)OCC	55	30	37	18	72	35	21	55	7.8*
CC1=C[C@H]2c3c(c(O)c(O)c4oc5cc(O)cc(O)c5c(=O)c34)[C@H](c3cc(O)c(O)c4oc5cc(O)cc(O)c5c(=O)c34)[C@H]2C(C)(C)C1	-74*	-11*!	3.7*!	-52*	-45*	-81*	-21*	-61*!	-71*
CN(C)S(=O)(=O)c1ccc([N+](=O)[O-])cc1[N+](=O)[O-]	107	107	105	111	112	102	101	102	99
COc1cc(-n2nc(C(=O)NCCCCCC(=O)O)nc2-c2ccccc2)cc(OC)c1OC	107	107	104	82	96	100	100	105	108
CCOC(=O)Cc1c[nH]c(=S)[nH]c1=O	120	88	·	85	113	106	102	63	103
CCCNC1=CC(=O)c2ccccc2C1=O	90	91	103	104	99	112	90	102	92

(continued)
SMILES	A498	SNB-75	HCT-15	HCT-116	COLO 205	SW-620	HT29	HCC-2998	KM12
COc1cccc(C2C3=C(COC3=O)N(CCO)c3cc4c(cc32)OCO4)c1 (configuration not stated)	-5.9*	-20*	18	8.7*	-27*	22	0.2*	5.6*	14
O=C1NC(CCCl)C(=O)NC1CCCl (configuration not stated)	134	87&87	96&98	103&101	106&106	108&100	112&108	96	105&104
CNc1cc(Nc2ccc(CC(=O)Nc3cccc(C(F)(F)F)c3)cc2)ncn1	80	69	90	90	106	118	76	98	27
O=c1[nH]cc(I)cc1I	101	91	115	111	127	104	109	109	115
COc1ccc(OC)c(-c2cc(-c3ccccc3)c(C#N)c(SCc3ccccc3)n2)c1	65	24	85	74	94	87	82	88	86
O=C(C[n+]1ccc2ccccc2c1)c1ccc(Cl)cc1	78	86	97	76	91	91	83	102	96
CC1(C)C=C2[C@H]3CC[C@@H]4[C@@]5(C)CC[C@H](O)C(C)(C)[C@@H]5CC[C@@]4(C)[C@]3(C)CC[C@@]2(C(=O)n2ccnc2)CC1	92	88	75	63	104	79	81	82	75
COc1cc(/C=C/C(=O)c2ccc(NC(=O)CSc3nnc(-c4ccccc4)n3-c3ccccc3)cc2)cc(OC)c1OC	97	109	88	27	111	104	88	100	92
O=S(=O)(Nc1ccsc1-c1nc(-c2ccccc2)no1)c1ccc(Cl)s1	86	86	93	91	·	88	97	99	87
COc1ccc(S(=O)(=O)n2cc(C(=O)C(=O)Nc3ccncc3)c3ccccc32)cc1F	73	·	84	70	94	83	84	74	75
C=CCOC(=O)C1=C(C)NC2=C(C(=O)CC(C)(C)C2)C1c1cc(OC)ccc1OC (configuration not stated)	100	89	108	89	103	95	107	110	99
Cc1c2n(c3ccccc13)Cc1cnnn1C(C(=O)c1ccc(Br)cc1)=C2	104	·	94	96	98	105	95	94	89
Nc1ccc([N+](=O)[O-])cn1	115	109	105	91	95	110	93	102	102
[Cl][Ru].c1ccc(-c2cc(-c3ccccn3)nc(-c3ccccn3)c2)cc1.c1ccc(-c2ccnc3c2ccc2c(-c4ccccc4)ccnc23)cc1	-20*	-20*	46	-79*	-78*	-57*	-48*	-73*	-71*
Oc1ccccc1C=Nc1ccc(N=Cc2ccccc2O)cc1	109&79	91&87	95&104	95&104	107&109	104&108	103&101	114&115	106&100
Clc1ccc(-n2ncc3c(Nc4ccccc4)ncnc32)cc1	·	·	102	85	99	95	100	103	95
OCCNc1ncnc2cc(Cl)ccc12	111	89	94	106	115	95	101	95	95
O=C(O)c1cn(C2CC2)c2cc(N3CCN(S(=O)(=O)c4ccc(Cl)cc4)CC3)c(F)cc2c1=O	40	92	98	92	126	101	107	100	92
CCSC(=Nc1ccc(C)cc1)NC(=O)c1cccs1	94	92	97	92	120	102	100	107	95
S=C1CCCC(=S)N1	91	99	101	102	115	105	103	111	105
COc1ccc(-c2ccc3c(=O)n(C)c(SC)nc3n2)cc1	86	88	94	95	107	106	110	122	99
O=S1(=O)N=C2Sc3ccccc3N2c2ccncc21	117	93	114	92	126	111	105	·	123
c1ccc(NN(Cc2ccncc2)c2ccccc2)cc1	91	103	96	99	99	107	94	104	97
C[C@@]12Oc3c4c(cc5cc6ccccc6nc35)C[C@H]3C(C5CC5)CC[C@]41[C@@]3(O)CCC2=O (some centres not stated)	104	62	108	98	113	100	106	97	98
CONc1ccn(C2OC(CO)C(O)C2O)c(=O)n1 (configuration not stated)	111	94	102	87	81	90	95	78	100

2 neighbouring compounds already listed, for reference:
SMILES	A498	SNB-75	HCT-15	HCT-116	COLO 205	SW-620	HT29	HCC-2998	KM12
C[C@@]12Oc3c4c(cc5cc6ccccc6nc35)C[C@H]3C(C5CC5)CC[C@]41[C@@]3(O)CCC2=O (some centres not stated)	104	62	108	98	113	100	106	97	98
CONc1ccn(C2OC(CO)C(O)C2O)c(=O)n1 (configuration not stated)	111	94	102	87	81	90	95	78	100

Other results follow.
SMILES	A498	SNB-75	HCT-15	HCT-116	COLO 205	SW-620	HT29	HCC-2998	KM12
Fc1ccccc1-c1cn2ccnc2c(-c2ccc3ncn(C4CCCCC4)c3c2)n1	102	70	94	74	114	90	93	111	98
NNC(=O)C1CCCCN1 (configuration not stated)	100	103	106	108	106	106	105	110	98
C#CCn1cc(-c2nc3ccccc3[nH]2)c2cccnc21	114	95	106	102	101	105	102	113	100
CC1CCN(S(=O)(=O)c2ncsc2-c2ccccc2)CC1	82	56	79	87	112	100	88	97	95
NC[C@@H]1O[C@H](O[C@@H]2[C@@H](CO)OC(O[C@@H]3[C@@H](O)[C@H](N)C[C@H](N)[C@H]3O[C@H]3O[C@H](CO)[C@@H](O)[C@H](O)[C@H]3N)[C@@H]2O)[C@H](N)[C@@H](O)[C@@H]1O (some centres not stated)	105	123	110	104	105	107	106	107	105
Cc1cc2nc(CC(=O)c3ccncc3)c(=O)[nH]c2cc1C	98	86	95	88	130	103	105	102	103
CCC(Sc1ccccc1[N+](=O)[O-])[N+](=O)[O-] (configuration not stated)	76	92	109	108	·	106	99	104	103
COCCc1nn[nH]n1	107	65	106	117	119	108	110	112	116
COc1ccc2nc(Cl)c(Cn3nnnc3Cc3ccccc3)cc2c1	·	58	87	76	94	89	89	92	73
CC(=O)O[C@H]1CC[C@]2(C)C3=CC[C@]4(C)[C@@H](C(C)=O)CC[C@H]4[C@@]34C=C[C@]2(C1)C1C(=O)OC(=O)C14 (some centres not stated)	135	98	109	102	133	117	116	120	99
O=C1OC2Cc3cc(Cl)ccc3NC1C2 (configuration not stated)	89	109	104	93	101	100	103	108	101
CCOC(=O)C1=C(N)Oc2c(sc3c(F)cccc23)C1c1ccc(F)cc1 (configuration not stated)	103	94	64	86	99	83	74	98	85
CCCCCC(=O)Oc1ccccc1OC	94	102	105	92	106	116	99	99	111
Cn1ccc2c1CC1CN(C3CCCC3)C(=O)C1C2C(=O)O (configuration not stated)	102	69	101	97	116	98	99	103	101
O=c1[nH]c(=O)n(C2OC(CO)C(O)C2O)cc1I (configuration not stated)	120&97	88&92	107&114	96&109	102&114	101&101	97	96&109	100&109
CCOC(=O)c1[nH]n(-c2ccccc2)c(=O)c1/C=N/C(=S)Nc1ccccc1	86	94	104	103	118	100	110	106	104
ClC(Cc1ccccc1)c1ccccc1 (configuration not stated)	94	90	·	94	110	103	102	·	100
CC(=O)c1ccc(NC(=O)CCN2CCN(c3cc4c(cc3F)c(=O)c(C(=O)O)cn4C3CC3)CC2)cc1	110	86	100	106	126	112	95	100	101
COc1ccc(Cl)cc1NC(=O)c1cc2c(n1C)-c1nc(N)sc1CC2	102	91	79	83	96	92	75	120	92
CC(=O)NNc1ccc2nnc(-c3ccc(Br)cc3)n2n1	83	121	94	101	109	102	103	109	105
CCC(CCC(C)C1CCC2C3CC=C4CC(OC(=O)CCC(=O)O)CCC4(C)C3CCC12C)C(C)C (configuration not stated)	116	84	146	106	117	119	112	103	120
CNCc1c(C)c(C(C)(C)C)cc(C(C)(C)C)c1O	115	77	103	106	114	113	92	106	108
COc1ccc(-c2[nH]ncc2-c2ccc(Cl)cc2)c(O)c1	62	·	77	91	112	88	103	93	86
N#CS/C=C/SC#N	94	90	107	106	105	105	116	101	104
COc1ccc(C2NC(=O)c3cc4c(cc3N2)OCO4)cc1 (configuration not stated)	8.8*	5.9*	13	14	-22*	24	5.2*	9.5*	9.5*
Later entries
SMILES	A498	SNB-75	HCT-15	HCT-116	COLO 205	SW-620	HT29	HCC-2998	KM12
CN(C)CCCC1(c2ccc(F)cc2)OCc2cc(-c3cncc4ccccc34)ccc21 (configuration not stated)	34	42	38	23	16	34	13	7.2*	35
COC1=CC(c2ccc[nH]2)=N/C1=C\c1[nH]c(C)c(C(=O)CCC(=O)NCCNC(=O)CC[C@H](NC(=O)c2ccc(NCc3cnc4nc(N)[nH]c(=O)c4n3)cc2)C(=O)O)c1C	112	81	54	79	60	75	46	84	84
O=C(Nc1ccc(Cl)cc1)c1cccnc1	102	83	89	109	119	103	109	113	99
O=C(N/N=C\c1ccc(Cl)cc1Cl)c1ccc2nc(-c3ccc([N+](=O)[O-])cc3)[nH]c2c1	116	89	107	100	94	106	130	105	97
CCN(CC)CCCC(C)Nc1ccccc1[N+](=O)[O-] (configuration not stated)	111	76	101	100	107	101	95	·	103
CCn1c(-c2ccc(OC)c(OC)c2)cc(-c2cccn2C)c(C#N)c1=O	56	100	121	105	121	103	93	104	111
C(=C(c1ccccc1)c1ccccc1)=C(c1ccccc1)c1ccccc1	115	91	97	74	110	94	116	96	88
Cc1cccc(C)c1Nc1n[nH]c(=S)s1	·	110	98	101	103	108	98	102	94
CCOc1ccc(NC(=O)OCC(C)C)cc1	99	90	95	94	137	104	108	107	113

Look-ups from the entries so far.
SNB-75 result of CN(C)CCCC1(c2ccc(F)cc2)OCc2cc(-c3cncc4ccccc34)ccc21 (configuration not stated) = 42
HCT-15 result of COC1=CC(c2ccc[nH]2)=N/C1=C\c1[nH]c(C)c(C(=O)CCC(=O)NCCNC(=O)CC[C@H](NC(=O)c2ccc(NCc3cnc4nc(N)[nH]c(=O)c4n3)cc2)C(=O)O)c1C = 54
HCC-2998 result of Cc1cccc(C)c1Nc1n[nH]c(=S)s1 = 102
HCT-116 result of CCOc1ccc(NC(=O)OCC(C)C)cc1 = 94

Random draw from the library; 12% or so of the library scored in one or more.
